# TSG101-PTAP inh: blocks PTAP/TSG101 interaction to inhibit HIV-1 budding. Fluorescence polarization, FITC-PTAP peptide / Tsg101 binding. 340,000 tested, under 10 active. Potency, µM (titrated, usually from 115 µM), for the others: top-dose activity change, negative = inhibition, usual class: inhibitors; active = well fitted inhibition curve with a large enough effect in the main read-out, with a control signal flat, not every such curve was filed as active; inconclusive = small, poorly fitted or top-dose-only effect, or effect the other way, or a change in a side signal; inactive = no such curve, though single readings can be large or run the other way; note: potency is the fitted concentration of half-maximal effect; % of control where 0% means no effect
# Target sequence (Q99816 whole entry, looked up): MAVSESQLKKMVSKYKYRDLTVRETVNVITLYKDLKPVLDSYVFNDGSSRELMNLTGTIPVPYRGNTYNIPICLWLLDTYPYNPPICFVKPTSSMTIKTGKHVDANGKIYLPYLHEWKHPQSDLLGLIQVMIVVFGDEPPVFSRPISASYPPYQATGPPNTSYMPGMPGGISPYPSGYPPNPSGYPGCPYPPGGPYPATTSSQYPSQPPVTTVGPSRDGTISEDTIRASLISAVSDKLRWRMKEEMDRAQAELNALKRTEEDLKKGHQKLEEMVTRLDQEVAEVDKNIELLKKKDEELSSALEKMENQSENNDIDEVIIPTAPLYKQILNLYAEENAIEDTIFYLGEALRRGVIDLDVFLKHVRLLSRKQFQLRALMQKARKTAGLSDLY
#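 Compounds were pin-transferred onto Tsg101 binding domain (10 uM final) in HEPES pH 7.5 buffer, then FITC-PTAP peptide was added at 50 nM final. After 20 min at RT, polarization reported peptide displacement across a qHTS concentration series.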
# Integrin act MD: activates integrin-mediated alleviation for muscular dystrophy; alpha7betagal myoblasts, beta-gal FDG fluorescence, 48 h; Potency, µM (doses to about 38.3 µM), for the others: top-dose activation, most hits filed as activators; 350,000 tested, 0.064% active; AID 624291;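 note: potency is the fitted concentration of half-maximal effect; 100% = response of the positive control SU9516; nearly all actives have a fitted effect of over 60% in size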
#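 alpha7betagal+/- myoblasts (passage 13, 250/well) treated 48 h at 37C with compounds at 1:260 dilution of DMSO stock. Lysed, then beta-galactosidase activity read as FDG fluorescence (ex 480/em 540) after 30 min, with pre-read for autofluorescence.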
# MLL CXXC-DNA inh: blocks binding of human MLL CXXC domain to DNA; Q03164; MLL-CXXC / FITC-HOXA9 DNA fluorescence polarization; Potency, µM (highest dose often 115 µM), inactives show at the highest dose activity change, negative = inhibition, hits mostly inhibitors; 290,000 tested, 0.037% active; active = well fitted inhibition curve with a large enough effect in the polarisation, with a control signal flat, not every such curve was filed as active; inconclusive = small, poorly fitted or top-dose-only effect, or effect the other way, or a change in a side signal; inactive = no such curve, though single readings can be large or run the other way; the % refers to the polarisation; note: potency is the fitted concentration of half-maximal effect
#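 Fluorescence polarization: 7 uM MLL-CXXC (stock) preincubated 5 min with compounds, then 50 nM fluorescein-HOX-A9 DNA (stock) added; 30 min ambient. Buffer 50 mM Tris-HCl pH 7.5, 50 mM NaCl, 1 mM DTT, 0.05% BSA.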
# AT treatment: candidate therapy for ataxia-telangiectasia. […] A-T fibroblasts, KAP-1 phosphorylation AlphaLISA; neocarzinostatin DNA damage 30 min before lysis. Potency, µM (top dose mostly 57.5 µM), for inactives: top-dose activation, actives largely listed as activators. AID 485349. 320,000 tested, 0.19% active; note: potency is the fitted concentration of half-maximal effect; % of control where 0% means no effect; nearly all actives have a fitted effect of over 45% in size
#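 hTERT-immortalized A-T patient fibroblasts ([…]), 500 cells/well in OPTI-MEM, 1% FBS, got compounds for 60 min, then NCS for 30 min at 37C. Lysates were then assayed for phospho-KAP-1 by AlphaLISA (anti-pKAP1 donor, anti-KAP1 acceptor beads), 6 hr at 25C.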
# Mito fusion yeast: blocks mitochondrial division or promotes mitochondrial fusion; Potency, µM (highest dose often 46.1 µM), for the others: at the highest dose growth rescue (activation), hits mostly activators; AID 485298; S. cerevisiae fusion-defective mutant growth rescue, CellTiterGlo 48 h; 320,000 tested, 0.23% active;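 note: potency is the fitted concentration of half-maximal effect; % of control where 0% means no effect; nearly all actives have a fitted effect of over 45% in size; temperature-sensitive fusion mutants such as fzo1-1 at 37 °C on non-fermentable ethanol glycerol medium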
#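 Read-out: ATP-based luminescence (CellTiterGlo, 10 min ambient) reporting growth of fusion-defective ts yeast after 48 hours at 37C on glycerol/ethanol YPEG medium in the presence of compound.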
# TSHR antagonist: blocks TSH signaling through the human TSH receptor | TSHR-expressing cells, TSH-stimulated cAMP HTRF, 2 h; active compounds read low | P16473 | activity change, negative = inhibition, % at 11.5 µM | 330,000 tested, 0.2% active | AID 504810;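 active = activity change below a set negative limit, meaning inhibition stronger than a set level, cut at about -70% in these data; inconclusive = activity change between two set negative limits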; note: % is set by controls: 0 for no effect and ±100 for the full control effect
#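 Cell-based HTRF cAMP assay; TSHR cells + compound, TSH EC80 (4nM final), 2 h, 37 deg C. Lysis with anti-cAMP cryptate and cAMP-d2, 30 min RT, read 665/620 nm.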
# MBNL1-CUG inh: MBNL1-poly(CUG) RNA binding inhibition. 280,000 tested, 0.036% active. Q9NR56. Potency, µM (top dose mostly 57.5 µM), for inactives: at the top dose activity change, negative = inhibition, most hits filed as inhibitors. TR-FRET MBNL1-His/biotin-(CUG)12 binding, 665/545 ratio; active = well fitted inhibition curve with a large enough effect in the signal ratio, with a control signal flat, not every such curve was filed as active; inconclusive = small, poorly fitted or top-dose-only effect, or effect the other way, or a change in a side signal; inactive = no such curve, though single readings can be large or run the other way; the % refers to the signal ratio; note: potency is the fitted concentration of half-maximal effect; % is set by controls: 0 for no effect and ±100 for the full control effect
# Target sequence (Q9NR56 whole entry, looked up): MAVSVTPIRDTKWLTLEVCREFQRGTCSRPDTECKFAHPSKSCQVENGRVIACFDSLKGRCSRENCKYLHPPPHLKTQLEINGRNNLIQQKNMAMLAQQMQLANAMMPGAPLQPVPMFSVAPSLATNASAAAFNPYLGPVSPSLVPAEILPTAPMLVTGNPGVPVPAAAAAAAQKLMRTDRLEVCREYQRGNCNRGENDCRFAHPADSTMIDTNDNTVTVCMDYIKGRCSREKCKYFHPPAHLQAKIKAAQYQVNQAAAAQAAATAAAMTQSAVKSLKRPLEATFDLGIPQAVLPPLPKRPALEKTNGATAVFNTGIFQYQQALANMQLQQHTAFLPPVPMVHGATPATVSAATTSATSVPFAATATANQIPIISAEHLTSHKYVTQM
#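 MBNL1-His + Biotin-(CUG)12, cpd titration 92 nM–58 uM; Tb anti-His Ab 0.055 ng/ul, SA-XL665 5 nM (final); 60 min RT; ratiometric 665/545 nm, Ex 340 nm; normalized to buffer and full-complex controls.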
# ASM inhibitor: inhibitors of human secretory acid sphingomyelinase | P17405 | placental ASM, HMU-PC fluorogenic substrate, 60 min | Potency, µM (series often up to 57.5 µM), without a hit: at the highest dose activity change, negative = inhibition, hits mostly inhibitors | 340,000 tested, 0.006% active | AID 504937; note: potency is the fitted concentration of half-maximal effect
#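 Fluorogenic HMU-PC substrate (9 uM final) is turned over by placental ASM in 60 min at 37 C after a 10 min compound preincubation. Reaction ended by alkaline stop (pH 10), with fluorescence read at 386/447 nm.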
# Menin-MLL TR inh: menin-MLL binding inhibition, Texas Red mutant peptide | O00255 | Menin + Texas Red MLL mutant peptide, fluorescence polarization | 270,000 tested, 0.23% active | Potency, µM (titrated, usually from 61.6 µM), for the others: top-dose FP activity change, negative = inhibition, actives largely listed as inhibitors; active = well fitted inhibition curve with a large enough effect in the polarisation, with a control signal flat, not every such curve was filed as active; inconclusive = small, poorly fitted or top-dose-only effect, or effect the other way, or a change in a side signal; inactive = no such curve, though single readings can be large or run the other way; the % refers to the polarisation; note: potency is the fitted concentration of half-maximal effect; % of control where 0% means no effect; many of its hits are not listed in these tables
# TCR act: activators of T cell receptors. Potency, µM (highest dose often 9.22 µM), for the others: top-dose activation of IL-2 secretion, hits mostly activators. 330,000 tested, under 10 active. primary human leukocytes, anti-CD3, IL-2 HTRF, 48 h. AID 504894; note: % of control where 0% means no effect
#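 HTRF read-out of IL-2 secretion: europium cryptate donor excited at 320nm, d2 acceptor emission at 665nm. Cells were primary human leukocytes incubated 48 hr with compounds and a-CD3 beads, supplying TCR signal only.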
# The depositor's hits bear a star; u = inconclusive; x = no result given; [ ] = remark or other dose. Unless noted, calls come from the whole dose curve; as a rule, active = well fitted curve in the direction sought with a large enough effect; inconclusive = small, poorly fitted or top-dose-only effect, or another doubt; inactive = no such curve, though single readings can be large; an effect the other way counts as inactive or inconclusive.
SMILES,TSG101-PTAP inh,Integrin act MD,MLL CXXC-DNA inh,AT treatment,Mito fusion yeast,TSHR antagonist,MBNL1-CUG inh,ASM inhibitor,Menin-MLL TR inh,TCR act
COc1ccc2c(c1)C(c1cccs1)=NNC(c1cccnc1)=N2,-6%,30%,-4%,0%,7%,-17,u,-2%,u,x
O=Cc1nc(-c2ccccc2Cl)n2ccccc12,-6%,-17%,2%,1%,-1%,-1,u,37%,1%,-6%
O=C(NNC(=O)c1sc2cccc(Cl)c2c1Cl)Nc1ccccc1,-2%,19%,-2%,1%,2%,6,-8%,-1%,u,2%
O=C(O)c1cc(S(=O)(=O)N2CCCCC2)ccc1N1CCCC1,-4%,-22%,x,-2%,x,x,x,3%,x,-2%
CCOc1ccc(Nc2nc(-c3cccnc3)cs2)cc1,-2%,u,0%,-4%,-2%,-3,3%,-4%,u,-12%
COc1ccccc1N1C(=O)CSC1=S,4%,-5%,-1%,2%,1%,-10,-1%,3%,21%,x
O=c1[nH]cnc2sc(-c3ccccc3)cc12,-2%,12%,8%,-5%,13%,-4,u,3%,-13%,4%
COCC(C)NC(=O)CSc1nc2nn(-c3ccccc3)c(=O)c-2c2n1CCCCC2 (centres undefined),0%,7%,-12%,-14%,7%,-1,u,0%,-21%,-10%
NS(=O)(=O)c1ccc(NC(=O)CSc2ccccn2)cc1,-4%,7%,-29%,-2%,0%,5,8%,-2%,-24%,-3%
O=C(Nc1nnc(-c2cccs2)s1)c1cccc(F)c1,1%,u,1%,0%,0%,-6,-1%,2%,-11%,5%
COC(=O)c1ccc(N2CCN(C(=O)C3CC3)CC2)c([N+](=O)[O-])c1,-7%,-6%,2%,0%,-3%,-2,u,-1%,-19%,2%
COc1ccc(NC(=O)C2CCCN(S(=O)(=O)c3c(C)n[nH]c3C)C2)cc1 (centres undefined),0%,15%,2%,2%,1%,9,1%,6%,1%,0%
CCCn1nc2cc(C(=O)NCc3ccc4c(c3)OCO4)ccc2c1OCC,-8%,-11%,2%,7%,-7%,1,20%,28%,0%,-7%
COc1cccc(/C=N/NC(=O)CCc2c(C)n[nH]c2C)c1O,-7%,14%,12%,-7%,0%,6,x,48%[activator],x,0%
O=c1[nH]c(-c2ccccn2)cc2ccccc12,-3%,-2%,1%,-1%,3%,-5,22%[11.5 µM],10%,-5%,1%[46.1 µM]
CN(C)CCCNC(=O)/C=C/c1ccc(OCc2c(F)cccc2Cl)cc1,-8%,-65%[inhibitor],7%,-2%,-3%,14,12%,-8%,-11%,4%
COc1ccc(C)cc1NC(=O)C/C(C)=N/NC(=O)Cc1cccc2ccccc12,-11%,0%,29%,14%,8%,6,3%,0%,x,-2%
COC(=O)c1cc(-c2cccc(OC)c2)n[nH]1,-4%,6%,2%,5%,-2%,1,-7%,-1%,-10%,3%
Cn1c(-c2ccccc2)c(C(=O)CCl)c2ccccc21,1%,-66%[inhibitor],30%,u,2%,33,-4%,2%,-10%,-5%
Cc1ccc(N2C(=O)C3C4C=CC(C4)C3C2=O)cc1C (centres undefined),6%,-7%,4%,2%,3%,7,1%,1%,-1%,7%
COc1ccc(S(=O)(=O)N2CCC(C(=O)NCCN3CCOCC3)CC2)cc1OC,-2%,-1%,-2%,7%,3%,-6,1%,-2%,-1%,-5%
CC1CN(S(=O)(=O)c2cccc(C(=O)NN3CCN(C)CC3)c2)CC(C)O1 (centres undefined),-2%,2%,2%,2%,-1%,-4,0%,4%,-6%,0%[46.1 µM]
CN1C(C(=O)NCC2CC2)CC2Cn3c(nc4cc(Cl)c(Cl)cc43)C21 (centres undefined),-4%,0%,9%,35µM*,-37%[inhibitor],22,2%,-1%,x,-7%
CS(=O)(=O)Nc1cccc(C2=NN(S(=O)(=O)c3ccccc3)C(c3cccs3)C2)c1 (centres undefined),-1%,-13%,16%,13%,1%,-14,10%,-11%,u,-14%
O=C(NCCC1=CCCCC1)C1CCN(C(=O)c2ccc(Cl)cc2)CC1,-10%,-8%,-11%,2%,3%,21,-15%,0%,-16%,3%
C=CCn1c[n+](CC(=O)c2ccc(Br)s2)c2ccccc21,-4%,2%,-1%,2%,14%,20,u,-2%,-13%,-1%
CCc1cc2c(SCC(=O)c3cccs3)ncnc2s1,-5%,13%,-2%,6%,-1%,-49,20%,-3%,-9%,-4%
CN(CCCC1CCCC1)C(=O)c1cc(COc2c(F)cccc2F)on1,-3%,13%,3%,24%,-3%,-14,-2%,-2%,x,5%
CCOC(=O)Cn1c(=N)n(Cc2ccccc2F)c2ccccc21,0%,-6%,1%,2%,-4%,-8,-7%,-1%,1%,-1%
Cc1cccc(NC(=O)CSc2nnc([C@H](C)NC(=O)OC(C)(C)C)o2)c1C,-2%,-34%,15%,5%,0%,-4,-1%,-1%,5%,-1%
CSc1ccccc1NC(=O)COC(=O)CCCOc1ccc(C)cc1,-3%,-1%,x,5%,2%,10,x,-4%,x,3%
COc1ccccc1Cc1noc(COc2cccc(C)c2C)n1,-2%,10%,1%,15%,13%,-22,1%,-3%,20%,10%
Cc1cc(C)nc(NC(N)=NC2CCCCC2)n1,-3%,-18%,11%,11%,-5%,-8,x,-1%,-13%,1%[46.1 µM]
COc1ccc(S(=O)(=O)N2CCN(C(=O)c3cc(-c4ccc(C)cc4)n[nH]3)CC2)cc1,-6%,14%,x,1%,-2%,-4,-9%,-15%,14%,12%
Cn1c(C(C#N)C(=O)Cc2cccc3ccccc23)nc2ccccc21 (centres undefined),-1%,19%,-3%,-25%,-2%,x,-5%,-1%,1%,28%
O=C(Cc1ccc2c(c1)CCCC2)Nc1ccc2ccccc2c1,0%,5%,-1%,7%,-3%,-13,-6%,-1%,u,2%[46.1 µM]
CCc1nn2c(=O)cc(COc3ccc(/C=C4\C(=N)N5N=C(C)SC5=NC4=O)cc3)nc2s1,-5%,-7%,-26%,0%,-2%[9.22 µM],-11,5%,5%,23%,0%
CCCN1C(=O)c2ccccc2NC1c1cc(OC)c(OC)c(OC)c1 (centres undefined),-4%,-2%,7%,7%,-2%,22,3%,193%[activator],-4%,-3%[46.1 µM]
CCOC(=O)c1c(C)nc2c(c1-c1cc(OC)c(OC)c(OC)c1)C(=O)c1ccccc1-2,1%,-21%,-2%,3%,1%,-3,25%,1%,x,-1%
Cn1cccc1CC(=O)NNC(=S)Nc1ccc(F)cc1,3%,-22%,3%,-2%,-3%,-1,-5%,4%,1%,5%[46.1 µM]

# Next part, overlapping the part above by 2 compounds.
SMILES,TSG101-PTAP inh,Integrin act MD,MLL CXXC-DNA inh,AT treatment,Mito fusion yeast,TSHR antagonist,MBNL1-CUG inh,ASM inhibitor,Menin-MLL TR inh,TCR act
CCOC(=O)c1c(C)nc2c(c1-c1cc(OC)c(OC)c(OC)c1)C(=O)c1ccccc1-2,1%,-21%,-2%,3%,1%,-3,25%,1%,x,-1%
Cn1cccc1CC(=O)NNC(=S)Nc1ccc(F)cc1,3%,-22%,3%,-2%,-3%,-1,-5%,4%,1%,5%[46.1 µM]
O=C(Cc1c(F)cccc1Cl)N1CCCC1,-11%,11%,2%,1%,1%,0,-2%,1%,-1%,-7%
CN(C)C(=O)CSc1nc2cc(S(=O)(=O)N3CCOCC3)ccc2o1,-3%,-30%,x,0%,x,16,x,0%,x,2%
CC(C)=NNc1nc2c(c(=O)n(C)c(=O)n2C)n1C,-9%,-22%,-4%,1%,-1%,7,-2%,0%,x,3%
CCCCC(=O)Nc1ccc(C(=O)NNC(=O)c2ccco2)cc1,0%,16%,0%,-4%,0%,-7,1%,-4%,1%,x
Cc1ccc(C(=O)N/C(=C\c2cccs2)C(=O)NCCc2ccccn2)cc1C,-3%,-30%,-5%,2%,-8%,4,7%,9%,-1%,0%
Cc1ccccc1OCC(=O)Nc1nc2ccccc2[nH]1,-8%,u,-1%,1%,3%,3,-9%,3%,1%,-1%
Brc1ccc(CNc2cc3c(cc2Br)OCCO3)cc1,-7%,-7%,5%,2%,1%,-13,-1%,-2%,u,-1%
O=C(N/N=C/c1cc([N+](=O)[O-])cc(Br)c1O)C12CC3CCC(CC(C3)C1)C2,-10%,21%,12%,-3%,0%,3,x,-7%,x,-9%
CCOc1ccc(C(C)=O)cc1CSc1nnc(N)s1,-3%,0%,9%,-4%,10%,0,-4%,4%,-3%,x

# Assay outcomes: PubChem BioAssay, National Center for Advancing Translational Sciences (NCATS)

# These rows are one share of the data; the hit share may differ from the screen's.
